Bioassay records as filed in PubChem.
CHRM4 antagonist – antagonists of human muscarinic M4 receptor (CHRM4); P08173; CHO-hM4 cells, ACh EC80, Fluo-8 calcium fluorescence; inhibition, % at 3 µM; hit rate 0.73% among 360,000; AID 624125;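 active = inhibition above its plate's cutoff, the mean inhibition of sample wells plus 3 SD, cut at about 27% in these data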;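 note: 0% = acetylcholine EC80 with DMSO and 100% = DMSO without agonist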
Target sequence (P08173 whole entry, looked up): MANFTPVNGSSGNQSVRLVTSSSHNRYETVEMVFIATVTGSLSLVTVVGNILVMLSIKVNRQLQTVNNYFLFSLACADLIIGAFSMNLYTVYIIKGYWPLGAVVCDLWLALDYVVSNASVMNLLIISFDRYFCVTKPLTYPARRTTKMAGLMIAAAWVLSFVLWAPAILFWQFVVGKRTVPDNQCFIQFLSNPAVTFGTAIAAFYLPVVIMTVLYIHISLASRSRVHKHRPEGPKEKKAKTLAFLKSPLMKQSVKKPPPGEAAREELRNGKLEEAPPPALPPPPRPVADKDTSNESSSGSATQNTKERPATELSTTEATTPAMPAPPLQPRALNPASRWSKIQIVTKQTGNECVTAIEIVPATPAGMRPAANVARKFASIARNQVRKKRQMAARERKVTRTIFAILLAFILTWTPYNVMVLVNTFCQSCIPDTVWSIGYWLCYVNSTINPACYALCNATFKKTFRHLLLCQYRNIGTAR
CHO-K1 Ca ag – M1 agonist counterscreen hit in parental CHO-K1 cells | Fluo-8 calcium fluorescence; scaled to maximal ATP response, vehicle zero | AID 602248 | hit rate 0.48% among 360,000 | activation, % at 3 µM; in the data active = activation above about 15%;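 note: untransfected CHO-K1 host cells lacking M1 receptor as counterscreen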
M1 ag – agonists of human M1 muscarinic receptor | P11229 | CHO-K1 hM1, Fluo-8 calcium fluorescence, agonist mode; 0% DMSO, 100% acetylcholine EC100 | activation, % at 3 µM | hit rate 0.33% among 360,000 | AID 588814;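 active = activation above the run's mean compound activation plus 3 SD, cut at about 16% in these data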;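 note: peak over basal fluorescence ratio within a 140 s kinetic read after compound addition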
Target sequence (P11229 whole entry, looked up): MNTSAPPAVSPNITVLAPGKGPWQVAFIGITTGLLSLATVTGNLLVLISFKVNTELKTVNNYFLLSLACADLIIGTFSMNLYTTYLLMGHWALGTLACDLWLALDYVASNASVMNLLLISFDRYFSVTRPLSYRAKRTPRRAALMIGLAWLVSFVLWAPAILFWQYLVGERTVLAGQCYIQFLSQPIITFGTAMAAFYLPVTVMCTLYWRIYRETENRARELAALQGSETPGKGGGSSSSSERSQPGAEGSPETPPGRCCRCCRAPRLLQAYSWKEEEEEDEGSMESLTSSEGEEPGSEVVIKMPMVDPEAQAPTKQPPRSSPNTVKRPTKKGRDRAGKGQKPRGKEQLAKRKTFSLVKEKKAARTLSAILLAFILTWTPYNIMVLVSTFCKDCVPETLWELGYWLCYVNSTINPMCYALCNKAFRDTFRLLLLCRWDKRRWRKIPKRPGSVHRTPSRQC
CHO-K1 Ca antag – nonselective inhibitor or artifact in parental CHO-K1 cells. ATP-induced calcium, Fluo-8 fluorescence. inhibition, % at 3 µM. hit rate 0.6% among 360,000;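 active = inhibition above a per-plate cutoff, the plate's mean sample inhibition plus 3 SD, cut at about 24% in these data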;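 note: 0% = DMSO plus EC80 ATP and 100% = DMSO alone without ATP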
OXTR potentiator – potentiates the human oxytocin receptor response; P30559; CHO-OTR cells, Fluo-8 calcium fluorescence, potentiator mode; 0% = oxytocin EC15, 100% = EC100; activation, % at 3 µM; hit rate 0.061% among 320,000;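 active = activation above that plate's cutoff, the mean activation of tested compounds plus 3 SD, cut at about 6.6% in these data, passing the limit was not always enough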;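 note: 100% uses oxytocin at 75 nM as the full agonist control; some results filed as inactive read as strong as hits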
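System: human OTR in CHO cells / Also added: sub-maximal oxytocin, roughly EC15 / Control set: EC15 oxytocin low, 75 nM oxytocin high / Schedule: 6 min compound pre-incubation at room temperature, 100 s kinetic read / Compound: single-point 3.0 µM / Replication: singlicate / Technique: Fluo-8 calcium dye fluorescence / Read-out basis: % activation of max/min ratio relative to oxytocin controls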
CHO parental Ca – signal in parental CHO cells, OX1R antagonist counter-screen | inhibition, % at 5.6 µM | parental CHO-K1, ATP-induced calcium, Fluo-8 fluorescence | hit rate 0.63% among 330,000;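 active = inhibition above that plate's mean sample inhibition plus 3 SD, cut at about 26% in these data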;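 note: 0% = ATP-challenged DMSO wells and 100% = DMSO wells without ATP; some compounds past the cut are filed as inactive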
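Material – parental CHO cells · Reagent – ATP stimulus · Compound – single nominal dose of 5.6 µM per compound · Detection – Fluo-8 fluorescence · Read-out basis – percent inhibition of calcium signal · Controls – ATP-challenged DMSO wells low, unchallenged DMSO wells high · Repeats – no replicates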
M1 antag – antagonists of human M1 muscarinic receptor. CHO-K1 hM1, Fluo-8 calcium fluorescence, ACh EC80 antagonist. inhibition, % at 3 µM. hit rate 1.3% among 360,000;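 active = percent inhibition above its own plate's cutoff, namely the mean of that plate's compound wells plus 3 SD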;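 note: peak over basal fluorescence ratio during 140 s after agonist addition; 0% = ACh EC80 plus DMSO and 100% = DMSO alone without agonist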
M1 PAM – human CHRM1 positive allosteric modulation. P11229. CHO-K1 hM1, Fluo-8 calcium fluorescence, ACh EC20; 0% = ACh EC20, 100% = maximal ACh. activation, % at 3 µM. hit rate 0.088% among 360,000. AID 588819; in the data active = activation above about 19%, passing the limit was not always enough
M4 ag – CHRM4 agonism in calcium assay; P08173; CHO-K1 hM4/Gqi5, Fluo-8 calcium fluorescence; vehicle 0%, full acetylcholine response 100%; activation, % at 3 µM; hit rate 0.14% among 360,000; AID 624127;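 active = activation above the run mean over all test wells plus 3 SD, cut at about 32% in these data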;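 note: peak over basal fluorescence ratio per well then scaled between controls; 0% = DMSO wells and 100% = acetylcholine at EC100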
* hit, by the source's call; · = no result given.

Structure | CHRM4 antagonist | CHO-K1 Ca ag | M1 ag | CHO-K1 Ca antag | OXTR potentiator | CHO parental Ca | M1 antag | M1 PAM | M4 ag
CCC(=O)Nc1ccc(N2CCOCC2)c(S(=O)(=O)Nc2ccc(Cl)cc2)c1 | 10.7 | 1.6 | -3.2 | -0.5 | -6.3 | -7.6 | 4.1 | 2.6 | 3.2
O=C(Nc1ccnn1C1CCN(C2CCOCC2)CC1)c1cccc(F)c1 | 2.2 | 5.8 | -3.1 | -17.8 | -1.5 | -7.5 | -1.5 | -0.3 | -2.1
O=C(OCc1cn([C@H]2CN(C(=O)C3CCCCC3)[C@@H](c3ccccc3)C[C@@H]2O)nn1)c1ccccc1 | -11.1 | 0.5 | -2.8 | -11.5 | · | · | -8.1 | 4.9 | 2.1
O=C(Cn1c2c(c(=O)n3ncnc13)CCC2)N/N=C/c1cccs1 | 7.0 | 0.3 | 0.4 | -11.7 | -0.7 | -6.2 | -12.1 | 21.1 | -0.4
Cc1ccc(S(C)(=O)=O)cc1C(=O)Nc1cccc(S(=O)(=O)N2CCCCCC2)c1 | -7.0 | 1.7 | -3.5 | -23.2 | -5.1 | -19.8 | -3.3 | 3.2 | 5.7
COC(=O)c1ccc(COC(=O)c2[nH]c(C)c(C(C)=O)c2C)o1 | 2.4 | 10.4 | 6.1 | 14.5 | -18.9 | 38.1* | 9.7 | -12.5 | 12.5
O=C(CSc1ncn(-c2ccccc2)n1)Nc1ccc(Br)cn1 | -9.4 | 1.2 | -5.8 | -2.8 | 0.5 | -22.1 | -3.7 | 2.9 | 3.6
COc1ccc(S(=O)(=O)N2CCOCC2)cc1NC(=O)CCCOc1ccccc1 | -0.9 | 0.5 | 0.2 | 6.5 | 0.1 | -12.0 | 6.0 | -4.0 | 1.7
O=C(NNC1=Nc2ccccc2SC1)c1cccc([N+](=O)[O-])c1 | 8.5 | 0.3 | -3.9 | -2.0 | -8.9 | -7.8 | 9.4 | -3.9 | 0.4
CCOc1ccc(N(CC(=O)NC2CCCC2)C(=O)CCCC(=O)Nc2ccccn2)cc1 | 0.1 | -0.1 | -3.8 | -4.7 | -7.7 | -21.4 | -0.9 | 1.7 | -0.1
Cc1cc(C)cc(C(=O)NC(CC(N)=O)c2ccc(NCCN3CCCC3)c([N+](=O)[O-])c2)c1 (stereo not drawn) | -9.8 | 0.6 | -3.7 | -10.2 | -14.5 | 10.7 | -2.5 | 3.5 | 0.5
CCN(C[C@H]1N[C@@](Cc2ccccc2)(C(=O)OC)[C@H]2C(=O)N(Cc3ccccc3)C(=O)[C@@H]12)C(=O)Nc1ccc(C(F)(F)F)cc1 | -2.6 | 7.3 | 4.1 | 31.2* | -10.0 | 10.0 | 22.3 | -12.7 | 17.8
COc1ccc(CCNC(=O)c2cccnc2Cl)cc1OC | 1.7 | 4.8 | -2.6 | 4.1 | -8.2 | -6.0 | 17.2 | -7.4 | 21.0
CN(C)/C=N/c1nc2nccc(-c3cccs3)n2n1 | 6.8 | 3.4 | -4.8 | 6.3 | -10.0 | -8.4 | 9.2 | -9.2 | 15.1
Cc1ccc(C(=O)N[C@H](C(=O)OCC(=O)c2ccc[nH]2)C(C)C)cc1 | -3.8 | -0.2 | -10.7 | 9.9 | -4.1 | -9.8 | -3.1 | 4.8 | 1.0
Cn1c(N)c(C(=O)COC(=O)c2cncc(Br)c2)c(=O)n(C)c1=O | 2.6 | 0.8 | -3.5 | 10.7 | -1.8 | -1.2 | 0.7 | -2.4 | 3.5
CCCn1c(=O)c(C(=O)Nc2ccccc2)c(O)c2ccccc21 | -4.3 | 0.3 | -3.2 | -8.6 | -1.5 | -8.0 | -11.3 | 7.6 | 0.0
CCOC(=O)C(NC(=O)OC(C)C)(Nc1nccs1)C(F)(F)F (stereo not drawn) | -2.2 | 0.3 | -3.2 | -8.9 | -7.3 | 8.6 | -5.7 | 2.3 | -0.1
Cc1cccc(Nc2nc3c(c(=O)n(C)c(=O)n3C)n2CC(O)CO)c1 (stereo not drawn) | 0.0 | 0.1 | -0.4 | 24.6* | -8.9 | -14.2 | 9.3 | -6.0 | 1.0
C/C(=N\NC(=O)c1cccs1)c1c(O)cc(C)oc1=O | 0.0 | 0.2 | -2.8 | -7.7 | -12.2 | -2.3 | -6.3 | 5.1 | 0.4
CCCCCCCSc1ncnc2[nH]ncc12 | 2.1 | 0.2 | -3.3 | -5.5 | · | · | -16.9 | 2.9 | -0.9
Cc1ccc(C(=O)Nc2ccc(NC(=O)c3ccccc3Cl)c(C)c2)cc1 | -2.3 | 2.0 | -4.5 | -9.9 | · | · | 5.7 | -5.1 | 7.4
CC1(C)CC(CCC(=O)Nc2ccc(S(N)(=O)=O)cc2)C(=O)O1 (stereo not drawn) | -8.3 | -0.3 | -3.8 | -2.1 | 3.4 | -4.9 | -10.3 | 5.2 | 0.1
CC(C)c1ccc(NC2CCCN(C(=O)c3ccccc3-c3ncc[nH]3)C2)cc1 (stereo not drawn) | 4.6 | 0.0 | -0.1 | -8.1 | -7.0 | -18.1 | 3.3 | -0.7 | 1.6

The closing two records of the part above come first, to join the parts.
Structure | CHRM4 antagonist | CHO-K1 Ca ag | M1 ag | CHO-K1 Ca antag | OXTR potentiator | CHO parental Ca | M1 antag | M1 PAM | M4 ag
CC1(C)CC(CCC(=O)Nc2ccc(S(N)(=O)=O)cc2)C(=O)O1 (stereo not drawn) | -8.3 | -0.3 | -3.8 | -2.1 | 3.4 | -4.9 | -10.3 | 5.2 | 0.1
CC(C)c1ccc(NC2CCCN(C(=O)c3ccccc3-c3ncc[nH]3)C2)cc1 (stereo not drawn) | 4.6 | 0.0 | -0.1 | -8.1 | -7.0 | -18.1 | 3.3 | -0.7 | 1.6
COc1cc(CNc2cccc3[nH]c(C(F)(F)F)nc23)cc(OC)c1 | -0.1 | -0.1 | -4.1 | -8.0 | -8.3 | 5.2 | -2.1 | -1.1 | -0.3
COc1ccc(CCC(=O)Nc2ccc(S(=O)(=O)N3CCOCC3)cc2)cc1 | -12.1 | 5.7 | -0.4 | -13.4 | -8.3 | -6.0 | -12.3 | 6.6 | 6.2
O=C(CCc1ccccc1F)N1CCN(c2ccc(C(F)(F)F)cn2)CC1 | -6.0 | 3.4 | -7.2 | -1.4 | 0.5 | -10.1 | 3.2 | -6.7 | 4.9
Cc1ccc(S(=O)(=O)CCC(=O)OCc2cc(=O)oc3cc(C)ccc23)cc1 | 5.3 | 1.0 | -1.8 | -14.4 | -5.9 | -7.5 | -3.4 | 3.7 | 1.6
CCNC(=O)NC(=O)C(C)OC(=O)C1CCN(S(=O)(=O)c2ccccc2C(=O)OC)CC1 (stereo not drawn) | 7.0 | 0.6 | -3.2 | -0.7 | -21.3 | -16.4 | 1.6 | 2.8 | 1.4
CCOC(=O)c1cc2c(=O)n3ccccc3nc2n(CC2CCCO2)c1=NC(C)=O (stereo not drawn) | -3.8 | 0.9 | -3.3 | -3.2 | -6.3 | -17.0 | -7.1 | 5.9 | 2.4
O=C(Nc1ccc(Cl)cc1)c1csc(-c2ccccc2)n1 | -6.8 | -0.2 | -4.5 | -0.3 | -0.2 | -22.7 | -9.9 | 11.6 | -2.4
O=S(=O)(NCc1cccnc1)c1ccc(Cl)cc1 | -6.7 | 0.3 | -2.4 | 14.6 | -2.0 | -6.8 | 1.7 | 0.1 | 2.2
CCOc1ccc(N2C(=O)C3Sc4[nH]c(=O)sc4C(c4ccc(OC)c(OC)c4)C3C2=O)cc1 (stereo not drawn) | -15.9 | 0.0 | -3.9 | -16.3 | 0.7 | -7.2 | -27.6 | 5.0 | 0.5
O=C(CSc1nc(Nc2ccccc2)nc(N2CCOCC2)n1)N1CCCC1 | -6.4 | 0.7 | -4.4 | -3.2 | -3.3 | -16.0 | -20.3 | 4.9 | 3.2
Cc1ccc(N2CCN(CCCCN3C(=O)C4CCCN4C3=O)CC2)cc1 (stereo not drawn) | 3.0 | 3.5 | -9.9 | 2.4 | -3.6 | -16.7 | -2.2 | 4.1 | 1.3
CC(=O)Nc1ccc(Nc2nnc(-c3ccc(O)cc3)c3ccccc23)cc1 | 7.3 | -0.7 | -9.2 | 0.4 | -6.6 | -0.7 | -16.9 | 13.1 | -0.3
CO/N=C/C1C(=O)NN=C1c1ccccc1 (stereo not drawn) | 1.9 | -0.3 | -0.7 | -6.1 | -11.6 | 7.2 | -3.1 | 3.0 | 1.6
CC(=O)N1c2ccccc2N2C(c3c(C)c(C)cc(C)c3C)=NON12 | -26.8 | -0.1 | -5.6 | -16.5 | · | · | -4.5 | 9.3 | -1.0
Cc1onc(-c2c(F)cccc2Cl)c1C(=O)Nc1nc2c(s1)CCCC2 | 7.8 | 0.6 | -9.3 | -7.0 | -1.7 | -20.9 | -1.6 | 1.8 | 1.4
COc1cc(C(CCN2CCN(c3ccccc3)CC2)c2c(OC)cc(OC)c3ccc(=O)oc23)cc(OC)c1OC (stereo not drawn) | 7.5 | -0.4 | -4.9 | -12.4 | -13.2 | 0.6 | -7.8 | 7.4 | -0.7
O=C1CSc2ccc(S(=O)(=O)NCc3ccc(F)cc3)cc2N1 | -1.7 | 1.6 | -1.0 | -6.7 | -1.9 | -16.4 | -1.0 | 1.6 | 2.3
Cc1cc(NC(=O)Nc2ccccc2F)ccc1Br | 12.6 | 5.0 | -3.1 | 24.7* | -16.6 | 25.9 | 11.5 | -10.1 | 13.0
COc1cc(C(=O)N(C)CC(=O)Nc2cccc(F)c2)ccc1OCc1ccccc1 | 9.9 | 1.0 | -1.5 | 10.9 | -6.9 | -13.8 | -6.1 | 9.8 | 3.7
Cc1ccccc1Nc1cc2ccccc2c(=O)[nH]1 | 0.3 | 2.9 | -1.5 | -4.0 | -10.7 | -5.7 | 0.2 | -0.8 | 5.8
COc1cc(/C=N/NC(=O)CCOc2ccccc2C)cc(Br)c1O | -10.1 | 6.5 | -1.8 | 9.5 | -6.5 | -7.7 | -8.4 | 6.0 | 6.8
Oc1ccc(NC(=S)N=Nc2c(O)[nH]c3ccccc23)cc1 | 0.5 | 1.4 | -6.8 | -4.3 | -6.6 | -6.9 | 5.6 | 0.8 | 1.7
CN(C(=O)c1ccccc1[N+](=O)[O-])c1ccccc1C(=O)NCc1ccccc1 | 0.1 | 2.8 | 2.8 | -6.7 | -9.2 | -14.8 | -19.8 | 19.0 | 6.0
C(#Cc1ccccc1)Cn1nnc2ccccc21 | 3.9 | 3.0 | -4.6 | -6.1 | -5.5 | -14.7 | -8.2 | 3.5 | 0.4
CCCCN(C)CCCNC(=O)c1cc(-c2cccnc2)nc2ccccc12 | 2.0 | 6.4 | 1.0 | 16.7 | -1.0 | -15.3 | 1.7 | 4.2 | 1.2
COc1ccc(OC)c(S(=O)(=O)NCCCn2ccnc2)c1 | 2.4 | -0.1 | -5.1 | 10.9 | -2.4 | 0.1 | -10.3 | 16.6 | 1.6
CCCCN1C(=O)C(CC(=O)NCCCN(C)C)CC(C(=O)N2CCCCCC2)=C1C (stereo not drawn) | 5.2 | 0.6 | · | -9.1 | · | · | · | · | 1.0
